E coli Lon inh: E. coli protease La inhibition | purified E. coli Lon protease, fluorescence polarization | inhibition, % at 7.94 µM | hit rate 0.42% among 360,000 | AID 602123; in the data active means inhibition above about 13%, passing the limit was not always enough;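 further: 0% = enzyme with probe and DMSO and 100% = no enzyme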
bovine MsrA act: activators of bovine methionine sulfoxide reductase A; purified bovine MsrA, absorbance read-out; activation, % at 10.6 µM; hit rate 0.3% among 360,000; AID 602163; in the data active means activation above about 7.5%;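 further: 0% = vehicle and 100% = reference activator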
MT1-MMP act inh: inhibitors of human MT1-MMP activation. GFP/RFP ratio change, % at 20 µM. AID 651647. hit rate 0.061% among 360,000. HT1080 RFP-PRO-GFP cells, GFP/RFP ratio fluorescence, overnight; percent of plate control window, DMSO zero;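 active means GFP/RFP ratio change of at least 30% with cell ATP level not reduced by more than half and red fluorescence within 50% of control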; further: strong numbers were not always called active
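system = RFP-PRO-GFP reporter HT1080 cells | dosing = 20 µM single dose, 1% DMSO | timing = overnight cell settling, then overnight compound exposure, 37 °C, 5% CO2 | read-out basis = GFP/RFP fluorescence ratio | controls = DMSO and RFP-L50D-GFP cell wells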
MLLE-PAM2 inh: inhibitors of microRNA-mediated deadenylation, human PABP1 MLLE binding. GST-MLLE / FITC-PAM2 fluorescence polarization. inhibition, % at 20 µM. hit rate 0.36% among 360,000. AID 588489; in the data active means inhibition above about 35%, passing the limit was not always enough;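 further: plate controls were DMSO wells with GST-MLLE for no effect and wells lacking GST-MLLE protein for full effect; some results filed as inactive read as strong as hits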
MsrA inhibitor: inhibitors of bovine MsrA | purified bovine MsrA, absorbance read-out | inhibition, % at 15.5 µM | hit rate 0.75% among 360,000 | AID 651718; in the data active means inhibition above about 4.5%;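 further: 0% = vehicle wells with enzyme and 100% = reference inhibitor wells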
Tb MetRS inh: blocks T. brucei methionyl-tRNA synthetase activity; purified T. brucei MetRS, ATP depletion, Kinase-Glo luminescence; inhibition, % at 11.9 µM; hit rate 0.4% among 360,000;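 active means inhibition above a per-plate cutoff of the control wells' mean inhibition plus 3 SD, cut at about 5.5% in these data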;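 further: 0% = DMSO wells median and 100% = median of wells with control inhibitor compound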
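assay system = parasite MetRS enzyme | timing = 15 min preincubation, 2 h reaction, all 25 °C | evaluation = percent inhibition relative to median high and low control wells | medium = HEPES buffer containing pyrophosphatase, BSA, spermine, DTT | compound = single dose, 11.9 µM final nominal, 0.9% final DMSO | detection = Kinase-Glo luminescence, ATP depletion format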
SKN-1 inh: inhibitors of C. elegans SKN-1. hit rate 0.49% among 360,000. C. elegans VP596 Pgst-4::GFP/RFP ratio, acrylamide-induced, 24 h. inhibition, % at 21.8 µM. AID 624304;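 active means interference check ratio from 0.5 to 1.5 plus GFP to RFP signal ratio inhibition reaching or exceeding a fixed threshold, cut at about 30% in these data, passing the limit was not always enough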; further: some compounds called inactive have numbers as strong as hits
CendR NRP1 mod: alters CendR peptide binding to human NRP-1; inhibition, % at 25 µM; O14786; hit rate 0.85% among 360,000; FAM-RPARPAR peptide binding to NRP-1, fluorescence polarization;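 active means inhibition or corrected inhibition above about 18%, plus a signal ratio from 0.5 to 1.5, limit read from the data, passing the limit was not always enough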; further: strong numbers were not always called active
FAS TE block: blocks the thioesterase domain of human fatty acid synthase | P49327 | recombinant FAS-TE, OMFH fluorogenic substrate, fluorescence endpoint | inhibition, % at 15 µM | hit rate 0.67% among 360,000 | AID 602261;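 active means compounds whose normalised, plate-corrected inhibition of enzyme fluorescence in the single-dose primary screen is 50% or more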;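 further: 0% = DMSO with enzyme and 100% = substrate without enzyme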
* hit, by the source's call.

The first 2 compounds, to show the layout:
COc1ccc(C)cc1N1CC(C(=O)Nc2ccccc2C(=O)NC2CC2)CC1=O (stereo not given) was read as E coli Lon inh -18, bovine MsrA act 0, MT1-MMP act inh -2, MLLE-PAM2 inh -38, MsrA inhibitor -0.8, Tb MetRS inh 0.1, SKN-1 inh 32, CendR NRP1 mod -1 and FAS TE block -5.
Screening COC(=O)c1sc(-c2ccc(Cl)cc2)cc1NC(=O)CSCC(=O)O returned E coli Lon inh -2, bovine MsrA act -11, MT1-MMP act inh 14, MLLE-PAM2 inh 8, MsrA inhibitor -0.3, Tb MetRS inh 20*, SKN-1 inh -10, CendR NRP1 mod -6 and FAS TE block -8.

The listing, from the first entry:
COc1ccc(C)cc1N1CC(C(=O)Nc2ccccc2C(=O)NC2CC2)CC1=O (stereo not given) was read as E coli Lon inh -18, bovine MsrA act 0, MT1-MMP act inh -2, MLLE-PAM2 inh -38, MsrA inhibitor -0.8, Tb MetRS inh 0.1, SKN-1 inh 32, CendR NRP1 mod -1 and FAS TE block -5.
Screening COC(=O)c1sc(-c2ccc(Cl)cc2)cc1NC(=O)CSCC(=O)O returned E coli Lon inh -2, bovine MsrA act -11, MT1-MMP act inh 14, MLLE-PAM2 inh 8, MsrA inhibitor -0.3, Tb MetRS inh 20*, SKN-1 inh -10, CendR NRP1 mod -6 and FAS TE block -8.
For O=S(=O)(c1ccc(NC(=S)Nc2ccc(OC(F)F)cc2)cc1)N1CCOCC1 the results were E coli Lon inh 10, bovine MsrA act -11, MLLE-PAM2 inh 21, MsrA inhibitor 1.5, Tb MetRS inh -1.3, SKN-1 inh -13, CendR NRP1 mod 14 and FAS TE block 8.
For O=C(NC1=NCCS1)c1cc2ccccc2o1 the results were E coli Lon inh -13, bovine MsrA act -1, MT1-MMP act inh 1, MLLE-PAM2 inh 26, MsrA inhibitor 0.1, Tb MetRS inh 0.0, SKN-1 inh 27, CendR NRP1 mod 8 and FAS TE block -7.
For Cc1ccc2c(Cl)cc(Cl)c(OCC(=O)Nc3cccc(S(=O)(=O)N(C)C)c3)c2n1 the results were E coli Lon inh -6, bovine MsrA act -3, MT1-MMP act inh 5, MLLE-PAM2 inh -13, MsrA inhibitor -0.2, Tb MetRS inh 0.6, SKN-1 inh -1, CendR NRP1 mod 13 and FAS TE block 9.
For Cn1c(/N=C/c2ccc3c(c2)OCO3)nc2ccccc21 the results were E coli Lon inh -4, bovine MsrA act -6, MT1-MMP act inh 2, MLLE-PAM2 inh 2, MsrA inhibitor -0.9, Tb MetRS inh -0.3, SKN-1 inh -9, CendR NRP1 mod -2 and FAS TE block -11.
CC(C)N1CCCC(C)(C(=O)Nc2ccc3c(c2)OCO3)C1 (stereo not given) was read as E coli Lon inh 0, bovine MsrA act -2, MT1-MMP act inh 2, MLLE-PAM2 inh 9, MsrA inhibitor 1.4, Tb MetRS inh -0.4, SKN-1 inh -1, CendR NRP1 mod -3 and FAS TE block -3.
`CCN(CC)C(=O)C(=O)N/N=C/c1ccc(Br)cc1` gave E coli Lon inh 5, bovine MsrA act -9, MLLE-PAM2 inh 9, MsrA inhibitor -0.5, Tb MetRS inh -1.3, SKN-1 inh -6, CendR NRP1 mod -2 and FAS TE block -13.
For CCOC(=O)CN1C(=O)SC(Nc2ccc(C)cc2)C1=O (stereo not given) the results were E coli Lon inh -5, bovine MsrA act -4, MT1-MMP act inh -3, MLLE-PAM2 inh 21, MsrA inhibitor -0.9, Tb MetRS inh -0.3, SKN-1 inh 1, CendR NRP1 mod -7 and FAS TE block -3.
`CCCNC(=O)c1c(N)n(-c2cc(OC)cc(OC)c2)c2nc3ccccc3nc12` gave E coli Lon inh 4, bovine MsrA act 1, MT1-MMP act inh -7, MLLE-PAM2 inh 7, MsrA inhibitor 0.3, Tb MetRS inh -0.5, SKN-1 inh 11, CendR NRP1 mod 1 and FAS TE block 20.
`COc1ccc(-c2csc(NC(=O)CS(=O)(=O)c3ccccc3)n2)c(OC)c1` gave E coli Lon inh 1, bovine MsrA act -4, MT1-MMP act inh -4, MLLE-PAM2 inh 13, MsrA inhibitor 0.3, Tb MetRS inh 0.3, SKN-1 inh -10, CendR NRP1 mod -4 and FAS TE block 13.
CC(=O)c1ccccc1OCCOCCOc1ccccc1C(C)=O was read as E coli Lon inh -4, bovine MsrA act -1, MT1-MMP act inh 3, MLLE-PAM2 inh -15, MsrA inhibitor -0.6, Tb MetRS inh 0.6, SKN-1 inh 9, CendR NRP1 mod -5 and FAS TE block -2.
CC(=O)c1c(-c2ccccc2)c2cc(Cl)ccc2[nH]c1=O was read as E coli Lon inh 6, bovine MsrA act -1, MT1-MMP act inh -14, MLLE-PAM2 inh -4, MsrA inhibitor 1.7, Tb MetRS inh 0.7, SKN-1 inh 12, CendR NRP1 mod -3 and FAS TE block 0.
`O=C(c1ccco1)N1CCN(C(=O)c2cnn3cccnc23)CC1` gave E coli Lon inh -1, bovine MsrA act -4, MT1-MMP act inh 4, MLLE-PAM2 inh 15, MsrA inhibitor -0.2, Tb MetRS inh -0.3, SKN-1 inh 2, CendR NRP1 mod -11 and FAS TE block -5.
Cc1ccc(C2(C)NC(=O)N(CC(=O)Nc3ccccc3C(=O)NC3CCCC3)C2=O)cc1 (stereo not given) was read as E coli Lon inh 3, bovine MsrA act -4, MT1-MMP act inh 1, MLLE-PAM2 inh 11, MsrA inhibitor 2.8, Tb MetRS inh -0.4, SKN-1 inh 5, CendR NRP1 mod 1 and FAS TE block 2.
Screening COc1ccc(NC(=O)CSc2nnc3ccc(-c4ccccn4)nn23)c(OC)c1 returned E coli Lon inh 6, bovine MsrA act -5, MT1-MMP act inh 1, MLLE-PAM2 inh 18, MsrA inhibitor -0.5, Tb MetRS inh -0.3, SKN-1 inh -18, CendR NRP1 mod 2 and FAS TE block -8.
Screening CCNC(=O)COc1ncnc2scc(-c3ccc(F)cc3)c12 returned E coli Lon inh -1, bovine MsrA act 1, MT1-MMP act inh -1, MLLE-PAM2 inh -25, MsrA inhibitor -0.3, Tb MetRS inh -0.3, SKN-1 inh -2, CendR NRP1 mod 2 and FAS TE block -4.
Screening CCOc1ccc(-c2noc(CCCC(=O)NCC3CCCO3)n2)cc1OC (stereo not given) returned E coli Lon inh -16, bovine MsrA act -3, MT1-MMP act inh -2, MLLE-PAM2 inh 7, MsrA inhibitor -0.2, Tb MetRS inh -0.5, SKN-1 inh 10, CendR NRP1 mod 4 and FAS TE block -4.
`COC(=O)[C@@H]1C[C@H]2CC[C@H](O)C[C@H]2N1Cc1ccccc1OC(=O)c1cccs1` gave E coli Lon inh -25, bovine MsrA act 0, MT1-MMP act inh -1, MLLE-PAM2 inh -23, MsrA inhibitor 1.7, Tb MetRS inh -0.1, SKN-1 inh 7, CendR NRP1 mod -34 and FAS TE block -4.
O=C(CSc1nnc(-c2ccc3c(c2)OCCO3)o1)N1CCCC1 was read as E coli Lon inh 2, bovine MsrA act -1, MT1-MMP act inh 1, MLLE-PAM2 inh -59, MsrA inhibitor 0.8, Tb MetRS inh -0.1, SKN-1 inh 13, CendR NRP1 mod 1 and FAS TE block 2.
For COc1cc(CC(=O)C(=O)O)oc(=O)c1 the results were E coli Lon inh 4, bovine MsrA act -1, MT1-MMP act inh -8, MLLE-PAM2 inh 13, MsrA inhibitor 1.6, Tb MetRS inh -0.3, SKN-1 inh 17, CendR NRP1 mod -7 and FAS TE block -3.
`O=C(c1oc(=O)c2ccccc2c1-c1ccccc1)N1CCOCC1` gave E coli Lon inh -2, bovine MsrA act -3, MT1-MMP act inh -12, MLLE-PAM2 inh -7, MsrA inhibitor 1.2, Tb MetRS inh -0.6, SKN-1 inh 5, CendR NRP1 mod 8 and FAS TE block -5.
`NS(=O)(=O)c1ccc(CCNS(=O)(=O)c2cccc3cccnc23)cc1` gave E coli Lon inh -1, bovine MsrA act -3, MT1-MMP act inh -11, MLLE-PAM2 inh -7, MsrA inhibitor -1.8, Tb MetRS inh -1.5, SKN-1 inh 3, CendR NRP1 mod 0 and FAS TE block 8.
Screening CCCNC(=O)C1CC(=O)N(c2ccc(OCc3ccccc3)cc2)C1 (stereo not given) returned E coli Lon inh 2, bovine MsrA act -2, MT1-MMP act inh -1, MLLE-PAM2 inh -1, MsrA inhibitor -1.8, Tb MetRS inh -0.2, SKN-1 inh 6, CendR NRP1 mod 10 and FAS TE block -4.
`CCNC(=O)NC(C(=O)OC)C12CC3CC(CC(C3)C1)C2` (stereo not given) gave E coli Lon inh 4, bovine MsrA act 3, MT1-MMP act inh -3, MLLE-PAM2 inh 11, MsrA inhibitor -0.4, Tb MetRS inh -0.3, SKN-1 inh 13, CendR NRP1 mod -4 and FAS TE block -3.
For CC(C)N1CCC(C)(C(=O)Nc2ccc(-n3cccc3)cc2)C1 (stereo not given) the results were E coli Lon inh -6, bovine MsrA act -6, MT1-MMP act inh 0, MLLE-PAM2 inh -18, MsrA inhibitor 1.6, Tb MetRS inh 0.2, SKN-1 inh -1, CendR NRP1 mod -8 and FAS TE block -9.
For CCC(C)NC(=O)c1cn(CCOC)c(=O)c2c1c1ccccc1n2C (stereo not given) the results were E coli Lon inh 3, bovine MsrA act 1, MT1-MMP act inh 1, MLLE-PAM2 inh 1, MsrA inhibitor -0.4, Tb MetRS inh -0.5, SKN-1 inh 20, CendR NRP1 mod 4 and FAS TE block -4.
C=C(C)C(=O)OCC(C)C was read as E coli Lon inh 3, bovine MsrA act 1, MT1-MMP act inh 1, MLLE-PAM2 inh -5, MsrA inhibitor -0.3, Tb MetRS inh -0.8, SKN-1 inh -1, CendR NRP1 mod 14 and FAS TE block -9.
`Cc1[nH]c2ccccc2c1C(=O)CN1CCCCC1CCO` (stereo not given) gave E coli Lon inh -1, bovine MsrA act -4, MT1-MMP act inh -4, MLLE-PAM2 inh -72, MsrA inhibitor 0.9, Tb MetRS inh 0.3, SKN-1 inh -4, CendR NRP1 mod -9 and FAS TE block -10.
`Cc1ccc(NS(=O)(=O)N2CCOCC2)cc1` gave E coli Lon inh 7, bovine MsrA act -2, MT1-MMP act inh 0, MLLE-PAM2 inh -2, MsrA inhibitor -0.2, Tb MetRS inh 0.2, SKN-1 inh 3, CendR NRP1 mod 4 and FAS TE block -6.
For Cc1ccccc1C(=O)c1cccn1CC(=O)NCc1ccc2c(c1)OCO2 the results were E coli Lon inh -10, bovine MsrA act 0, MT1-MMP act inh -6, MLLE-PAM2 inh -4, MsrA inhibitor 0.6, Tb MetRS inh -0.3, SKN-1 inh 7, CendR NRP1 mod 12 and FAS TE block -3.
Screening CC(=O)C1=NOC2C(=O)N(c3ccccc3)C(=O)C12 (stereo not given) returned E coli Lon inh 0, bovine MsrA act -6, MT1-MMP act inh -1, MLLE-PAM2 inh -2, MsrA inhibitor 0.3, Tb MetRS inh -1.3, SKN-1 inh -15, CendR NRP1 mod -5 and FAS TE block -7.
CC(C)(C)c1ccc(S(=O)(=O)NCc2ccccn2)cc1 was read as E coli Lon inh -6, bovine MsrA act -4, MT1-MMP act inh 3, MLLE-PAM2 inh -11, MsrA inhibitor -1.6, Tb MetRS inh -0.8, SKN-1 inh 7, CendR NRP1 mod -5 and FAS TE block -1.
For CC1CN(C(=O)COC(=O)c2nn(-c3ccccc3)c(=O)c3ccccc23)CC(C)O1 (stereo not given) the results were E coli Lon inh 0, bovine MsrA act -12, MT1-MMP act inh -2, MLLE-PAM2 inh -2, MsrA inhibitor -1.4, Tb MetRS inh -1.2, SKN-1 inh -10, CendR NRP1 mod 1 and FAS TE block -9.

Source: PubChem BioAssay (several laboratories)

Compounds were not picked by outcome. Share with any hit: about 4%.
